Compound activity as filed in PubChem BioAssay.
TRHR enhancer – allosteric enhancers of human TRH receptor; P34981; TRHR cells, fluo-8 calcium fluorescence, EC20 TRH enhancement; enhancement, % at 2 µM; 360,000 compounds, 0.66% hits; AID 493056; in the data active = enhancement above about 30%; note: 0% is about no effect
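TRHR-expressing cells loaded with fluo-8 calcium dye were read kinetically (ex 480/em 530) during compound addition, then stimulated with an EC20 of TRH (10 nM final). Enhancement of the Gq-mediated intracellular calcium response was scored.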
RXFP1 ag – activates the human relaxin receptor RXFP1 | Q9HBX9 | HEK293T-RXFP1 cAMP TR-FRET, 30 min; response scale: percent of porcine relaxin response, buffer zero | Potency, µM (series often up to 57.5 µM), for the others: top-dose activation, hits mostly activators | 370,000 compounds, 0.3% hits | AID 2676; active = well fitted activation curve with a large enough effect; inconclusive = small, poorly fitted or top-dose-only effect; note: potency is the fitted concentration of half-maximal effect; % is set by controls: 0 for no effect and ±100 for the full control effect; nearly all actives have a fitted effect of over 60% in size; many of its hits are not listed in these tables
Target sequence (Q9HBX9 whole entry, looked up): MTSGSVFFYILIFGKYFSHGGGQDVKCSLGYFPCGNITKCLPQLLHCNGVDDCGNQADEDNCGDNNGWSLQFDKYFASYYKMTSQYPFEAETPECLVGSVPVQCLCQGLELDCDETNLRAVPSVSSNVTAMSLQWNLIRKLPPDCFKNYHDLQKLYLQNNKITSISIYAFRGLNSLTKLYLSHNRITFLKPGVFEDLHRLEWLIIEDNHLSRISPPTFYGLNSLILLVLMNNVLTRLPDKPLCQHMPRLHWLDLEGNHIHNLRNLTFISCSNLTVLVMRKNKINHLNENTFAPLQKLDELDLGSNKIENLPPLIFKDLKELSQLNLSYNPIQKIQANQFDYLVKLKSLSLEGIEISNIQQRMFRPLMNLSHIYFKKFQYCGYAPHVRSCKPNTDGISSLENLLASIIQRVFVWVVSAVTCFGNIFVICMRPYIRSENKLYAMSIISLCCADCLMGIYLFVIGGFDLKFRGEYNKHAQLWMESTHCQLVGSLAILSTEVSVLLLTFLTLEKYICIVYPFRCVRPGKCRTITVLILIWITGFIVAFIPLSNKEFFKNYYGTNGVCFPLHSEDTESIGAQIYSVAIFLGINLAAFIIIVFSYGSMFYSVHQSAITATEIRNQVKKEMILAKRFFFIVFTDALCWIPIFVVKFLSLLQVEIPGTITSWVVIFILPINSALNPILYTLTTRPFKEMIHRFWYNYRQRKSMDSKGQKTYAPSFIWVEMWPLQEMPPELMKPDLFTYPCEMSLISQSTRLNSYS
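cAMP rise read by TR-FRET after 30 min, 37C compound exposure (up to 58 uM) in RXFP1-transfected HEK293 cells with Ro 20174 present. EC50 from Hill-equation fits, with 29 nM porcine relaxin as 100% and buffer as basal.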
D1 PAM – human D1 dopamine receptor positive modulation; P21728; HEK293 TREx D1 cells, calcium flux, dopamine EC20 potentiation; potentiation, % at 10 µM; 360,000 compounds, 0.036% hits; AID 504651; in the data active = potentiation above about 30%; note: 0% is about no effect
D2 ag – activates the human D2 dopamine receptor | HEK293 T-REx D2 cells, calcium flux agonist mode | 340,000 compounds, 0.53% hits | activation, % at 2 µM | P14416 | AID 485358;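 active = activation over 3 SD above normal in the single-dose calcium agonist read, cut at about 30% in these data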; note: 0% is about no effect
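Agonism is scored from calcium flux in a force-coupled, inducible HEK293 cell line expressing D2, read kinetically for 180 s after compound addition against dopamine controls.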
RXFP1 antagonist – RXFP1 (human) relaxin receptor antagonism. Q9HBX9. HEK293-RXFP1, relaxin-stimulated cAMP HTRF, 30 min; active compounds read low. activity change, negative = inhibition, % at 57.5 µM. 350,000 compounds, 0.59% hits. AID 1259400;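 active = activity change of -60% or lower, but not beyond a set lower limit; inconclusive = change between -60% and -40%, or beyond the set limit; inactive = change above -40%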; note: % is set by controls: 0 for no effect and ±100 for the full control effect
D1 antagonist – human D1 dopamine receptor antagonism; 360,000 compounds, 3.2% hits; activity change, negative = inhibition, % at 10 µM; HEK293 TREx D1 cells, calcium flux, dopamine EC80; active compounds read low; P21728; AID 504652; in the data active = activity change below about -30%; note: % is set by controls: 0 for no effect and ±100 for the full control effect
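Cells carrying a force-coupled, tetracycline-inducible human D1 receptor report calcium flux. Each well gets a 10 s baseline, compound with 180 s monitoring, then an EC80 dopamine stimulus with a second 180 s kinetic read.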
D1 ag – agonists of human D1 dopamine receptor | activation, % at 2 µM | AID 504660 | 360,000 compounds, 1% hits | HEK293 T-REx D1 cells, calcium flux, agonist mode | P21728; in the data active = activation above about 30%; note: 0% is about no effect
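Inducible HEK293 T-REx D1 cells, force-coupled to calcium signalling, were plated at 4000 cells/well with tetracycline and held overnight at 30 C. After no-wash calcium dye loading, compound-evoked calcium rise over 180 s flagged agonists.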
D2 potentiator – positively modulates the human D2 dopamine receptor allosterically | P14416 | HEK293 T-REx D2, calcium flux, EC20 dopamine potentiation | potentiation, % at 10 µM | 340,000 compounds, 0.34% hits | AID 485347;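 active = potentiation over 3 SD above the plate norm, cut at about 30% in these data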; note: 0% is about no effect
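Cells plated with tetracycline inducer and held overnight at 30 C; calcium dye loaded 30–90 min at room temperature; baseline taken, compound added and read 180 s; EC20 dopamine then added and read 180 s.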
D2 antagonist – antagonists of human D2 dopamine receptor. P14416. HEK293 TREx D2 cells, calcium flux, dopamine EC80. inhibition, % at 10 µM. 340,000 compounds, 2% hits. AID 485344; in the data active = inhibition above about 30%; note: 0% is about no effect
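Overnight-induced (tetracycline, 30 C) HEK293 T-REx cells carrying force-coupled D2 receive a no-wash calcium dye, then compound, then EC80 dopamine at 180 s; signals are read kinetically throughout.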
The depositor's hits bear a star; ? = inconclusive; nt = not tested or not shown; & = joins results of further samples. These rows are one share of the data; the hit share may differ from the screen's.

SMILES | TRHR enhancer | RXFP1 ag | D1 PAM | D2 ag | RXFP1 antagonist | D1 antagonist | D1 ag | D2 potentiator | D2 antagonist
COc1ccccc1NC(=O)CSc1nnc(-c2ccncc2)n1CC1CCCO1 (stereo not drawn) | 4 | 2.3% | 0 | 0.2 | 5 | -21 | 3 | -1 | -3
CC(C)=NN1C(=O)c2ccccc2NC1(C)C | -2 | -1.8% | -3 | 0.3 | 22 | -11 | 3 | 2 | -18
CNC(=O)COC(=O)c1cccc(S(=O)(=O)N2CCN(c3ccc(F)cc3)CC2)c1 | -2 | -0.1% | -2 | 0.7 | 16 | 4 | 1 | 3 | -9
COCCC(=O)N1CCCC(C(=O)c2ccc3c4c(cccc24)CC3)C1 (stereo not drawn) | -3 | -1.1% | 1 | 0.3 | 6 | 4 | 2 | 11 | -2
COC(=O)c1sccc1NC(=O)c1cc(-c2ccc(C)cc2)nc2ccccc12 | -2 | 7.8% | 6 | 0.2 | -9 | 3 | 3 | 1 | 8
CCOC(=O)N1CCN(Cc2nc3c(c(=O)[nH]c(=O)n3C)n2Cc2ccccc2C)CC1 | 3 | 0.3% | -3 | 0.0 | 11 | 18 | 0 | 0 | 2
CN(C)c1ccc(C(CNS(=O)(=O)c2cccc([N+](=O)[O-])c2)N2CCOCC2)cc1 (stereo not drawn) | 2 | -0.6% | -4 | -0.2 | 2 | -4 | 2 | 6 | -11
COc1ccc(-c2cnnn2-c2ccc(NC(=O)c3c(F)cccc3F)cc2)cc1 | -2 | -1.7% | -3 | 0.8 | -14 | -17 | 12 | 5 | nt
O=C1CNC(=O)/C1=C/c1ccccc1 | 5 | -1.4% | -7 | 0.1 | 3 | -8 | 5 | 8 | -5
NC(=O)NC(=O)COC(=O)c1ccccc1Oc1ccccc1 | -3 | -1.2% | 3 | 0.5 | -17 | -12 | 3 | 3 | -7
CCOc1ccc(-c2noc(CSc3nnc(-c4ccccc4)n3-c3ccccc3)n2)cc1 | -5 | 1.3% | 1 | 0.9 | -8 | 6 | 3 | -4 | nt
COCCOC(=O)C1=C(C)OC(N)=C(C#N)C1c1cc2cccc(C)c2nc1Cl (stereo not drawn) | 15 | 0.5% | 4 | -1.0 | -1 | 7 | 2 | 3 | 18
Cc1ccc(C(=O)NCCSc2c(C)[nH]c3ccccc23)cc1C | -9 | -0.1% | 1 | -0.5 | -33 | -24 | 3 | -17 | nt
CCOC(=O)c1c(CN2CCCCC2)oc2ccc(OC)cc12 | 1&0 | -0.3%&0.0% | -3&-3 | -1.2&-1.3 | -7 | -9&-20 | 1&-1 | 9&-1 | 2&12
O=C(COc1ccccc1)OCc1cc(=O)n2nc(C3CC3)sc2n1 | 3 | 4.4% | -7 | -0.3 | nt | -4 | 3 | -9 | nt
CCOc1ccc(NC(=O)c2c(NCc3cccnc3)sc3c2CCC(C)C3)cc1 (stereo not drawn) | 6 | -1.1% | 0 | 0.4 | -37 | 1 | -1 | 5 | nt
Cn1cccc1Cc1nnc(SCC(=O)NC2CCCC2)n1-c1ccc(F)cc1 | -11 | -0.4% | -4 | 1.7 | -20 | -9 | 3 | -1 | 36*
COc1cc(C2NC(=O)C(C#N)=C(Nc3cccc(C)c3)S2)ccc1O (stereo not drawn) | 3&-3 | -1.8%&1.2% | -2&0 | 0.5&-0.4 | 3 | 9&-27 | 1&1 | 10&-7 | -3&9
O=[N+]([O-])c1ccccc1S(=O)(=O)Nc1ccc(-c2ccc(N3CCCC3)nn2)cc1 | 1 | 1.4% | 3 | 0.3 | -13 | -4 | 0 | 17 | -16
CC(C)Cc1cc(C(=O)Nc2c(F)cc(F)cc2Br)no1 | 6 | 0.8% | 0 | -1.8 | nt | 6 | -2 | 9 | 19
Cn1cc(SCC(=O)Nc2nccs2)c2ccccc21 | -2 | -0.4% | 9 | -0.3 | 2 | -26 | -1 | 5 | 10
Cc1ccc2ccccc2c1COC(=O)c1nonc1N | 3 | -0.1% | -2 | 0.3 | 2 | 9 | 3 | -3 | -11
CCOC(=O)c1nc(C)nc(Sc2n[nH]c(-c3cc(C(F)(F)F)cc(C(F)(F)F)c3)n2)c1C | 0 | 3.0% | 0 | nt | -19 | -2 | 7 | nt | nt
COc1ccc(/C=C/C(=O)OCC(=O)c2ccc3c(c2)NC(=O)CO3)c(OC)c1 | 4 | -2.3% | 0 | -0.2 | 6 | 12 | 4 | 5 | 18
CCOc1cc(CNCCSc2nnnn2-c2ccccc2)ccc1OC | -2 | 3.6% | -1 | -1.3 | -1 | -11 | 30* | -22 | nt
CCN(CC)S(=O)(=O)c1ccc2[nH]c(=O)cc(C(=O)Nc3ccc(C)cc3)c2c1 | -7 | 1.3% | 1 | 1.9 | -18 | 20 | 9 | -1 | 4
CC1(C)Cc2c(cnn2-c2ccccc2)C(NC(=O)CCN2CCCCO2)C1 (stereo not drawn) | -1 | 1.0% | -4 | -0.6 | 2 | 2 | 0 | 6 | 14
CCOCN(C(=O)Cn1cnc2cc(C)c(C)cc21)c1c(C)cccc1CC | -3 | -0.9% | 0 | -0.4 | -5 | 2 | 7 | 17 | nt
C/C(CC(=O)Nc1cccc(F)c1)=N\NC(=O)C(=O)NC1CCCCC1 | -1 | 4.5% | -6 | -0.7 | 2 | 1 | -2 | -2 | 16
COc1cc(-c2noc(-c3cc4cccc(C)c4oc3=O)n2)cc(OC)c1OC | 6 | ? | -4 | nt | 6 | 5 | 1 | -2 | nt

One compound at a time (already shown):
CCOC(=O)N1CCN(Cc2nc3c(c(=O)[nH]c(=O)n3C)n2Cc2ccccc2C)CC1 is entered as TRHR enhancer: 3; RXFP1 ag: 0.3%; D1 PAM: -3; D2 ag: 0.0; RXFP1 antagonist: 11; D1 antagonist: 18; D1 ag: 0; D2 potentiator: 0; D2 antagonist: 2
CC(C)Cc1cc(C(=O)Nc2c(F)cc(F)cc2Br)no1 is entered as TRHR enhancer: 6; RXFP1 ag: 0.8%; D1 PAM: 0; D2 ag: -1.8; RXFP1 antagonist: nt; D1 antagonist: 6; D1 ag: -2; D2 potentiator: 9; D2 antagonist: 19

(continued)
SMILES | TRHR enhancer | RXFP1 ag | D1 PAM | D2 ag | RXFP1 antagonist | D1 antagonist | D1 ag | D2 potentiator | D2 antagonist
O=C(CSc1ncn(-c2ccccc2)n1)Nc1nccs1 | -4 | 0.2% | -3 | 0.9 | -9 | 3 | 0 | 10 | -13
O=C(CCNS(=O)(=O)c1ccccc1C(F)(F)F)NNC(=O)c1csc(N2CCOCC2)n1 | -1 | 4.3% | -1 | 0.5 | 2 | 1 | 1 | 1 | -3
CCC(C)c1ccc(OCCN2CCCC2)cc1 (stereo not drawn) | 9 | -0.3% | 11 | -0.9 | 4 | 2 | 4 | -19 | -26
CC(=O)Nc1ccc2c(c1)nc(C)n2Cc1ccccc1 | 10 | -0.6% | 7 | -1.1 | 10 | -11 | 0 | 7 | -7
CCc1ccc(NC(=O)Cn2c(=O)n(-c3cc(OC)c(OC)c(OC)c3)c(=O)c3ccccc32)cc1 | -5 | 0.5% | 0 | 0.2 | nt | -10 | -1 | -7 | nt
Cc1ccc(-c2cc(C(=O)N/N=C/c3ccccc3)n[nH]2)o1 | -2 | 1.7% | -7 | -1.3 | -27 | -15 | 3 | 8 | 4
O=[N+]([O-])c1ccc(CNc2cccc(F)c2)s1 | -2 | 1.5% | 3 | 1.1 | -1 | -18 | 3 | -3 | 8
O=C(N/N=C1\CCCc2ccccc21)C(O)c1ccccc1 (stereo not drawn) | -2 | -1.5% | 1 | 12 | 11 | 7 | 2 | -4 | -1
CCc1ccc(C(=O)COC(=O)CNC(=O)CNS(=O)(=O)c2ccccc2)cc1 | 11 | -0.5% | 8 | 0.5 | -8 | -6 | 1 | 11 | -3
Cc1cc(C)nc(SCc2c(F)cccc2Cl)n1 | -5 | 4.5% | -4 | 0.3 | -6 | 17 | 0 | 4 | 5
COc1ccc(NS(=O)(=O)c2cccc(NC(=O)CCS(=O)(=O)c3ccccc3)c2)cc1 | 5 | 0.2% | -1 | 1.1 | nt | 3 | 2 | 13 | 5
CCCN1CCC(NC(=O)Nc2ccccc2C(=O)OC)CC1 | -2 | 0.4% | -3 | -0.6 | -9 | 10 | 1 | -5 | 1
CN(C)S(=O)(=O)NCC1CCCN(Cc2ccc(-c3ccccc3)cc2)C1 (stereo not drawn) | -1 | -0.5% | 3 | 0.8 | 5 | -6 | 14 | -8 | -6
Cc1ccc(NC(=O)NC(=O)c2ccccc2)cc1F | -10 | -0.9% | 3 | 0.0 | 7 | -1 | 0 | 3 | -2
COc1cc(OC)cc(-n2nnnc2SCC(=O)NC2CCCC2)c1 | 0 | 3.3% | 5 | -0.7 | 2 | 0 | -3 | -3 | -5
CC(=O)Nc1ccc(C2=NN(Cc3nnc(-c4ccccc4)o3)C(=O)SC2)cc1 | -3 | 1.1% | -2 | -2.1 | -5 | 1 | 15 | 12 | -7
c1ccc(-c2cn3c(n2)CCc2ccc4cccnc4c2-3)cc1 | 1 | 4.7% | 1 | 6.3 | nt | 26 | 2 | -6 | -16
Cc1ccc(C)c(Sc2ccc(NC(=O)CCl)cc2)c1 | 8 | 2.1% | -3 | nt | -4 | -23 | 3 | 15 | nt
Cc1ccc(C)c(N2CCN(CCCNC(=O)c3cnn(-c4ccccc4Cl)c3C3CCN(C(=O)OC(C)(C)C)CC3)CC2)c1 | 13 | -2.8% | 0 | 1.9 | ? | 13 | 7 | -11 | nt
Cc1nccn1CCOc1ccc(Cl)cc1 | 8 | -0.3% | 1 | -0.7 | 14 | 5 | 7 | -4 | 9
Cc1ccc(-c2cc(C(F)(F)F)c(C#N)c(SCC(=O)O)n2)cc1 | 1&-1 | 0.0%&0.2% | 0&-1 | -2.1&0.3 | -20&-10 | 1&18 | 1&4 | 2&8 | 2
Cc1ccc(C(=O)N[C@H](C(=O)OCc2cc(=O)n3c(n2)sc2ccccc23)C(C)C)cc1 | 3 | 0.3% | -8 | -0.6 | -12 | -1 | 1 | 7 | -3
COc1ccc(Nc2nc(C(=O)NCCCN3CCOCC3)cs2)cc1 | 15 | -4.1% | -8 | -0.8 | 1 | -4 | 0 | 3 | -10
O=C(NC1CCCCC1)C(c1ccncc1)N(CC1CCCO1)C(=O)C(F)(F)F (stereo not drawn) | -11 | 0.1% | -8 | 0.7 | 8 | 3 | 3 | 7 | 0

Results in D2 potentiator, D1 PAM and D2 antagonist, for some of the entries so far:
structure,D2 potentiator,D1 PAM,D2 antagonist
c1ccc(-c2cn3c(n2)CCc2ccc4cccnc4c2-3)cc1,-6,1,-16
Cc1ccc(C)c(Sc2ccc(NC(=O)CCl)cc2)c1,15,-3,nt
Cc1ccc(C)c(N2CCN(CCCNC(=O)c3cnn(-c4ccccc4Cl)c3C3CCN(C(=O)OC(C)(C)C)CC3)CC2)c1,-11,0,nt
Cc1nccn1CCOc1ccc(Cl)cc1,-4,1,9
